BaF3 tox: parental Ba/F3 viability inhibition as JAK2V617F counter-screen | CellTiter-Glo ATP luminescence | inhibition, % at 5.6 µM | actives 1.1% (n = 220,000) | AID 1486;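 active means inhibition above a per-campaign cutoff, the mean inhibition of all tested compounds plus 3 SD, cut at about 27% in these data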;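 further: 0% = DMSO wells and 100% = JAK Inhibitor I control wells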
Wee1 stabilizer: inhibitors of human Wee1 degradation; P30291; HeLa Luc-Wee1K328M stability, luciferase luminescence; 100% = proteasome inhibitor MG132 effect; reporter increase, % at 5 µM; actives 1.2% (n = 220,000); AID 1321;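 active means activation above the mean of all tested compounds plus 3 SD, set per screening run, cut at about 8.8% in these data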;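 further: cells exposed to compound for 20 h before luminescence read; 0% = DMSO alone and 100% = MG132 at 30 µM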
S1P4 antag: human S1P4 receptor antagonism; actives 0.26% (n = 220,000); S1P4-expressing cells, antagonist mode, reporter read-out; inhibition, % at 4.98 µM; in the data active means inhibition above about 29%;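 further: 0% = wells stimulated with agonist and 100% = vehicle wells without agonist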
eIF4E-4G inh: inhibitors of eIF4E and eIF4G interaction in translation initiation; P63073+Q04637; TR-FRET eIF4E-eIF4GI(517-606) binding, 2 h; inhibition, % at 21.7 µM; actives 0.37% (n = 220,000); AID 782;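 active means inhibition above about 30%, limit read from the data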;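 further: 0% = full FRET control wells and 100% = background wells lacking eIF4GI fragment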
PERK inhibitor: inhibitors of human PERK kinase. CHO PERK-DD fusion, SEAP luminescence translation reporter. inhibition, % at 5.6 µM. actives 0.17% (n = 220,000);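 active means inhibition above the mean inhibition of all tested compounds plus 3 SD, set separately per screening campaign, cut at about 2.9% in these data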;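 further: PERK kinase domain activated by AP20187 dimerizer at 100 nM; 0% = DMSO with dimerizer and 100% = rapamycin at 8.4 µM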
S1P4 ag: agonists of human S1P4 receptor. actives 0.35% (n = 220,000). S1P4-expressing cell line, agonist reporter assay. AID 1509. activation, % at 4.98 µM. O95977; in the data active means activation above about 11%;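 further: 0% = DMSO vehicle and 100% = reference agonist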
MDM2 E3 inh: Mdm2 E3 ligase (human) inhibition; Q00987; cell-based MDM2 ubiquitination luciferase reporter, 2 h; 0 = plate control, 100 = twice control, blank-subtracted; signal enhancement, % at 5 µM; actives 0.11% (n = 210,000);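 active means signal enhancement of 30% or more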;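 further: luminescence tracks abundance of the self-degrading MDM2-luciferase fusion protein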
Target sequence (Q00987 whole entry, looked up, the tested form may be a part): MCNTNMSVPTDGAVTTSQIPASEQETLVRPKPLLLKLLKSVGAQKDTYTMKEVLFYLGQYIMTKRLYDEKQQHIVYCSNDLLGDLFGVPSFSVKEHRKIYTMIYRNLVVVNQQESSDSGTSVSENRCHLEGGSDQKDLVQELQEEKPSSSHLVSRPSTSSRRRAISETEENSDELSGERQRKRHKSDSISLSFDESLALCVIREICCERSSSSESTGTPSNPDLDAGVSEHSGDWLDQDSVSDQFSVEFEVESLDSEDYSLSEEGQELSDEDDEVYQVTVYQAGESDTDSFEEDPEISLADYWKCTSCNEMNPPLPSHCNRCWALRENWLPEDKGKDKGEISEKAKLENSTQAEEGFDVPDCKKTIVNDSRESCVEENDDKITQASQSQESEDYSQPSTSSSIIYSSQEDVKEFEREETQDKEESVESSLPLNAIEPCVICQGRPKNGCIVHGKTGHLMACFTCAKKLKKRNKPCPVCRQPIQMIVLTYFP
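test system = mammalian cells stably expressing self-ubiquitinating, self-degrading MDM2 E3–luciferase fusion | quantity = 2000 cells/well | incubation = cell settling 4 h, compound treatment 2 h, both 37 °C | signal = luminescence with SteadyLite reagent, 15 min at room temperature | evaluation = % enhancement relative to plate controls after blank subtraction | benchmarks = plate controls and plate blanks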
NPY-Y2 PAM-ag: potentiators or agonists of human neuropeptide Y receptor Y2; cells expressing NPY-Y2, potentiator/agonist read-out; activation, % at 3.6 µM; actives 0.45% (n = 220,000); in the data active means activation above about 27%;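 further: cells stimulated with NPY near EC25 plus isoproterenol at EC100; 0% = vehicle plus submaximal agonist and 100% = vehicle plus saturating agonist; some results beyond the cut were filed as inactive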
Target sequence (P49146 whole entry, looked up): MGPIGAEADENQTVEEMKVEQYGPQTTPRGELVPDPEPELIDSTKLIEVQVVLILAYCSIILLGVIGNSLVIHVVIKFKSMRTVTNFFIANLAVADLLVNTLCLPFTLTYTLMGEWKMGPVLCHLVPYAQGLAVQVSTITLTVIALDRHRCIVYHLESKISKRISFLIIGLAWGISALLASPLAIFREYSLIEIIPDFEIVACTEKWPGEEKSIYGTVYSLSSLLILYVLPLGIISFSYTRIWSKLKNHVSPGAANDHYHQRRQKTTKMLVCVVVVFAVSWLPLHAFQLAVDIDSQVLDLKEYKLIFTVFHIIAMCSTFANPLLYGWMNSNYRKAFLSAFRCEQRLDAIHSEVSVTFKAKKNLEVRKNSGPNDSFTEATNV
Ba/F3 V617F tox: loss of viability in JAK2V617F-driven Ba/F3 cells | Ba/F3 EpoR-JAK2V617F viability, ATP luminescence | inhibition, % at 5.6 µM | actives 1.1% (n = 220,000) | AID 1446;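 active means inhibition above the campaign mean plus 3 SD over all tested compounds, cut at about 24% in these data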;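 further: cytokine-independent growth of Ba/F3 cells driven by EpoR plus mutant JAK2; 0% = DMSO-treated cells and 100% = JAK inhibitor I control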
An asterisk follows results filed as active; nt = no result given; [ ] = dose if it differs, or a comment.

compound,BaF3 tox,Wee1 stabilizer,S1P4 antag,eIF4E-4G inh,PERK inhibitor,S1P4 ag,MDM2 E3 inh,NPY-Y2 PAM-ag,Ba/F3 V617F tox
CCOc1cc(/C=N/NC(=O)c2ccc(CSc3nncn3C)cc2)ccc1OCC(=O)N1CCOCC1,-1,0,4,-1,1.4,-1.5,-3,-4,-5
CC[n+]1c(/C=C/Nc2ccccc2)sc2ccccc21,26,-1,1,2,2.1,1.0,-11,10,5
CCCCC(=O)Nc1nnnn1CCC,-1,-1,5,-8[fluorescence artefact?],1.0,-0.2,2,12,-3
CC(SC1CCCC1)C(=O)NC(C)(C#N)C(C)C (stereo not drawn),3,0,-2,nt,0.6,-0.8,-14,13,-1
OCCCCNCc1ccc(OCc2ccccc2)cc1,0,6,-1,-1,-0.5,-0.4,-15,-12,-2
COC(=O)c1cn(-c2ccccc2)nc1-c1ccncc1,-1,0,-11,1,0.7,-3.0,5,0,-4
Cc1ccc(Cl)cc1OCC(=O)NCCOC(=O)Nc1sc(=S)n(C)c1C,7,1,-2,-1,0.3,0.3,nt,9,-1
O=C(N=C1c2ccccc2CN1c1ccc(F)c(Cl)c1)c1cccnc1Cl,3,2,-16,19[fluorescence artefact?],0.2,0.5,8,4,-1
CC(C)OC(=O)CN1CCN(c2ccc(Cl)cc2)CC1,10,-3,-10,-3,0.4,-0.7,-3,-5,2
CCCCCN(C(=O)NC(=O)Nc1ccccc1C)S(=O)(=O)c1ccccc1,3,-1,4,-4,-0.3,1.6,0,-15,-2
NS(=O)(=O)c1ccc(NCc2cc(Cl)ccc2OCc2ccccc2F)cc1,-2,-2,-13,-6,0.3,1.5,3,-5,0
COC(=O)CSC1=C(C#N)C(c2cccc(OC)c2)CC(=O)N1 (stereo not drawn),5,1,1,-1,1.8,-0.7,-8,0,0
COCCN(CC(=O)NC1CCCCC1)C(=O)CCCC(=O)Nc1ccccn1,5,-1,-20,1,0.3,2.4,0,4,-1
Cn1c(=O)[nH]c(=O)c2c1nc(N1CCCCCC1)n2CCSc1nc2ccccc2[nH]1,10,11*,-3,-2,-1.5,-1.1,-3,-9,9
O=c1cc(O)c2c(=O)n(C3CCCCC3)c3ccccc3c2o1,3,-3,7,10[fluorescence artefact?],1.5,-0.2,-1,-2,-2
O=C(COC(=O)C1CC1)NCc1ccccc1Cl,-1,1,-24,0,0.6,-2.5,-7,-9,-4
COC(=O)c1sc(S(=O)(=O)N2CCC(C(N)=O)CC2)c(C(=O)OC)c1C,-1,0,10,0,0.2,1.0,-8,-19,-4
O=C(Cc1ccccc1)c1c[nH]c(C(=O)NC2CCCC2)c1,1,-3,-18,3,2.0,-1.0,-14,9,-4
CCOC(=O)C(=CNc1cc(OC)ccc1-n1cccc1)C(=O)OCC,-2,-2,-6,0,0.9,1.4,2,4,8
Cc1ccc(NC(=S)N/N=C/c2c(Cl)cccc2Cl)c(C)c1,72*,1,-5,-4,-0.6,-0.4,-8,-3,70*
O=S(=O)(c1ccc(-c2csc(-c3cccnc3)n2)cc1)N1CCCC1,5,-1,-15,-4,-1.0,0.4,-22,-12,2
Cc1ccc(CNC(=O)N[C@@H](Cc2ccccc2)C(=O)O)cc1,0,3,-8,8,0.5,0.2,-5,-3,-5
CCn1c(=S)[nH]c2cc(S(=O)(=O)N3CCCCC3)ccc21,8,0,-8,0,0.7,-3.3,-4,-7,3
Cc1ccccc1NC(=O)COC(=O)CN1C(=O)NC(C)(C)C1=O,1,4,1,-5[fluorescence artefact?],1.4,-1.0,-14,-2,-2

An excerpt from above in order of molecular weight, low to high.
compound,BaF3 tox,Wee1 stabilizer,S1P4 antag,eIF4E-4G inh,PERK inhibitor,S1P4 ag,MDM2 E3 inh,NPY-Y2 PAM-ag,Ba/F3 V617F tox
O=C(COC(=O)C1CC1)NCc1ccccc1Cl,-1,1,-24,0,0.6,-2.5,-7,-9,-4
Cc1ccc(NC(=S)N/N=C/c2c(Cl)cccc2Cl)c(C)c1,72*,1,-5,-4,-0.6,-0.4,-8,-3,70*
COCCN(CC(=O)NC1CCCCC1)C(=O)CCCC(=O)Nc1ccccn1,5,-1,-20,1,0.3,2.4,0,4,-1

The list continues.
compound,BaF3 tox,Wee1 stabilizer,S1P4 antag,eIF4E-4G inh,PERK inhibitor,S1P4 ag,MDM2 E3 inh,NPY-Y2 PAM-ag,Ba/F3 V617F tox
CCC(C)/C(C)=N/NC(=O)c1cn(-c2ccccc2)nc1-c1ccccc1 (stereo not drawn),10,-1,-14,6,0.6,1.9,-14,-21,3
Cn1c(=O)c2c(-c3ccccc3F)c3c(nc2n(C)c1=O)-c1ccccc1C3O (stereo not drawn),-1,2,-9,-6,-0.2,0.7,-28,0,-5
COCCn1nnnc1CN(CCCN1CCOCC1)Cc1cc2c(C)ccc(C)c2[nH]c1=O,2,0,-4,7,0.8,1.8,-11,2,1
CC(C)(O)C(=O)NN(Cc1ccccc1)c1ccccc1,0,0,0,2[fluorescence artefact?],0.2,-1.2,-6,6,-1
CS(=O)(=O)c1nc2c(cc1C#N)CCCC2,7,3,4,-1,-0.4,-2.0,-6,-2,1
CCc1c(C(=O)NC2CCCCC2)[nH]c(C)c1C(C)=O,2,0,1,1,-1.9,1.7,-1,1,0
Cc1noc(NS(=O)(=O)c2ccc(NC(=O)c3ccoc3C)cc2)c1C,3,7,-3,0,1.8,0.3,-12,-12,-3
COc1ccc(-c2nc(CS(=O)CC(=O)N3CCc4ccccc4C3)c(C)o2)cc1 (stereo not drawn),10,1,10,2,-0.1,-0.9,5,-3,0
Cn1c(-c2sc3cc(C(F)(F)F)cnc3c2-c2ccccc2)n[nH]c1=S,7,-1,6,-2,-1.6,1.8,-17,-1,0
COC(=O)c1c(NC(=O)CSc2nnnn2C)sc(C)c1C,7,1,9,-4,-0.3,-2.9,0,-15,0
O=C(COC(=O)c1ccc(CO)cc1)NCc1cccs1,2,1,6,15,0.7,0.9,1,-1,-4
Cn1nnnc1SCC(=O)Nc1ccc(S(=O)(=O)N2CCOCC2)cc1,-2,2,-2,-1,1.6,-1.0,-12,21,-2
Cc1ccc(-n2nnnc2/C=C\Nc2cc(C)on2)cc1,4,0,-12,21,1.2,1.0,0,6,-1
Nc1ccc(Br)c[n+]1Cc1cccc2cccnc12,-5,1,7,-11,-0.1,1.1,nt,-40,4
Cc1ccc(-c2cc(-c3nnc(SCC(=O)N(C)CCC#N)n3N)c3ccccc3n2)cc1,-1,-5,1,14,0.0,-0.3,17,1,-1
CCCS(=O)(=O)c1nc(S(=O)(=O)c2ccc(C)cc2)c(NCCCN2CCOCC2)s1,5,1,4,-5,-0.7,0.8,-12,0,-1
Cc1nc(-c2ccccc2)nc2[nH]c(=O)n(-c3ccccc3)c(=O)c12,6,-1,-19,10,0.4,-1.5,-1,-16,4
NNC(=O)CCc1nc2ccccc2[nH]1,3,7,-14,2,0.9,-2.7,-15,0,3
CCN(CC(=O)NC(C)C)C(=O)[C@@H](NC(=O)c1ccco1)C(C)C,5,-1,-22,-2,0.4,-0.2,-9,8,0
Nc1nn2c(-c3ccccc3)cc(=O)[nH]c2c1N=Nc1ccc(O)cc1,8,5,-14,-2,0.1,-2.2,-20,-1,3
C/C(Cc1ccccc1)=N\NC(=O)CNC(=O)c1ccccc1O,4,1,4,-3,1.1,-1.3,1,-16,-6
CN(C(=O)COC(=O)/C=C/c1cn(-c2ccccc2)nc1-c1ccc2c(c1)OCCO2)C1CCS(=O)(=O)C1 (stereo not drawn),8,-2,-22,2,0.2,2.1,-9,7,-1
Cc1c(-c2ccn[nH]2)cc(NC(=O)c2ccc(Cl)cc2)c(=O)n1N,5,-2,-23,1,-0.1,1.7,-9,-6,1
CCOc1ccc(C(=O)Nc2cccc(C(C)=O)c2)cc1[N+](=O)[O-],6,-5,-7,3,0.8,-0.2,3,-1,-2
CCCC(=O)OC1CCS(=O)(=O)c2sccc21 (stereo not drawn),0,0,3,0,-0.2,-0.2,-6,-1,3
COCCCNC(=O)c1c(N)n(/N=C/c2ccccn2)c2nc3ccccc3nc12,5,3,-1,nt,-0.6,0.2,-11,2,2
CCOC(=O)C1CCN(S(=O)(=O)c2ccc(-c3nc4ccccc4s3)s2)CC1,-1,-3,9,1[fluorescence artefact?],0.2,-1.1,5,-6,-3
Cn1c(=O)c(Cc2ccccc2)c(O)c2ccccc21,4,-2,-18,3,0.6,-4.0,-2,5,-2
NC(=O)CN1C(=O)C2C3c4ccccc4C(c4ccccc43)C2C1=O (stereo not drawn),3,-4,-16,0,-1.0,2.7,-6,-14,3
CC(=O)c1ccc(NC(=S)N(CCCN(C)C)Cc2ccccc2)cc1,2,8,6,0,0.9,-0.6,-12,7,-5
COc1ccc(C(=O)OCc2nc(N)nc(Nc3ccccc3C)n2)cc1OC,5,-2,-23,0,1.2,0.4,5,-4,2
O=C(Nc1nc(-c2ccc3c(c2)OCO3)cs1)C1CC1,3,2,-9,4,-0.5,1.5,-31,7,0
COC(CNC(=O)[C@H](CSCc1ccccc1)N1Cc2ccccc2C1=O)OC,6,5,3,0,-0.1,-0.9,5,-8,3
COCc1cc(C)nc2oc(C(=O)c3ccccc3)c(N)c12,10,-1,-14,-1,0.4,0.5,-8,4,2
COc1ccc(SCC(=O)Nc2ccccc2Cl)cc1,5,-2,-4,-3,1.3,114*,-6,-13,2
CCOc1ccc(C2C(C(=O)O)c3ccccc3C(=O)N2CCN2CCOCC2)cc1 (stereo not drawn),1,-3,-4,-2[fluorescence artefact?],-0.6,1.7,-5,0,-1
Cc1cc(C)n(-c2nc(NCC(C)O)c3c4c(sc3n2)CCCC4)n1 (stereo not drawn),7,-3,-10,-1,-1.9,0.6,-5,-10,5
CCN(c1ccccc1)S(=O)(=O)c1ccc(NC(=S)NC(=O)c2cccs2)cc1,8,-1,4,11,0.5,-0.4,0,3,-2
Cc1cc(Br)ccc1SCC(=O)Nc1cccnc1,0,-3,-17,5,1.0,1.2,8,4,2
COc1ccccc1-c1c(C#N)c(SCC(=O)N2CCCC2)nc(C)c1C(N)=O,6,3,-6,-1,0.4,0.2,-4,0,-4
COn1c(-c2ccccc2)nc2ccc(Cl)cc21,1,7,2,-4,0.3,2.5,-7,-18,-1
Cc1ccc(C)c(NC(=O)COC(=O)c2ccc3c(c2)OCO3)c1,1,-2,-10,-5,0.2,1.1,-8,5,1
CC(C)(C)c1nnc2sc(SCC(=O)N3CCCc4ccccc43)nn2c1=O,7,0,8,-5,0.8,-0.5,-22,4,4
Cc1ccc(S(=O)(=O)N2CCN(CC(=O)N/N=C/c3ccccc3OCC(=O)O)CC2)cc1,-4,-4,-4,0,-0.6,1.8,-1,12,-5
COc1ccccc1NC(=O)Nc1ccc(C(N)=O)cc1,2,5,-7,2,1.9,1.8,-12,13,-7
CCOC(=O)c1nn(-c2ccc(Cl)cc2Cl)c(=N)c(C#N)c1C,1,-1,-3,-1,-0.2,-0.3,nt,-10,-4
Cc1ccc2sc(=O)[nH]c2c1,-2,0,-10,4,0.9,-0.1,-7,13,-5
OCCC1CN(Cc2ccc3nonc3c2)CCN1Cc1ccsc1 (stereo not drawn),0,0,-7,6,0.6,7.1,-3,-2,-3

Source: PubChem BioAssay (several laboratories)
